# Screens (PubChem)
# ABHD4 inh = inhibits mouse alpha/beta hydrolase domain 4 | purified mABHD4, FP-Rh probe fluorescence polarization | inhibition, % at 8.92 µM | actives 0.54% (n = 370,000) | AID 720543;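 active means inhibition exceeding the mean over every tested compound plus 3 SD, cut at about 30% in these data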;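 further: 0% = plate median of compound wells and 100% = S159A mutant with DMSO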
# Target sequence (Q8VD66 whole entry, looked up, the tested form may be a part): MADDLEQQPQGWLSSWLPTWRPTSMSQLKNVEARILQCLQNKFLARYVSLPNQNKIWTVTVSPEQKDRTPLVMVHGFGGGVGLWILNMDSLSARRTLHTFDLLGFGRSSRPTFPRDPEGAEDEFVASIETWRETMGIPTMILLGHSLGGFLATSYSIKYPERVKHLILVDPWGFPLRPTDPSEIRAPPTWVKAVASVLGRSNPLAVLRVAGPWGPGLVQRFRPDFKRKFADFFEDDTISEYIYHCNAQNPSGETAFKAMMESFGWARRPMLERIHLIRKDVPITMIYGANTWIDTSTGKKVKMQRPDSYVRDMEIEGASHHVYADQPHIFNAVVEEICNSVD
#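 Test system: mABHD4 protein; Read-out basis: % inhibition; Incubation: 45 min + 60 min at 25 °C; Repeats: single replicate; Technique: fluorescence polarization with parallel and perpendicular emission, 525/598 nm; Compound: 8.92 µM, single dose; Benchmarks: full inhibition S159A mutant plus DMSO, zero as sample-well median.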
# HTRA1 inhibitor = blocks human HTRA1 serine peptidase; actives 0.5% (n = 340,000); inhibition, % at 5.96 µM; recombinant HTRA1, FP-rhodamine activity-based probe, fluorescence polarization; AID 504803; in the data active means inhibition above about 36%;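 further: 0% = enzyme with DMSO and 100% = wells lacking enzyme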
# UHRF1 MBD2 ctr = UHRF1 methyl-DNA binding inhibition | Q96T88 | UHRF1 binding to methylated oligo, TR-FRET | inhibition, % at 4.4 µM | actives 0.75% (n = 370,000) | AID 687016; in the data active means inhibition above about 21%;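 further: UHRF1 SRA domain binding a hemimethylated CpG hairpin DNA probe; 0% = median of test compound wells and 100% = reference inhibitor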
# Target sequence (Q96T88 whole entry, looked up, the tested form may be a part): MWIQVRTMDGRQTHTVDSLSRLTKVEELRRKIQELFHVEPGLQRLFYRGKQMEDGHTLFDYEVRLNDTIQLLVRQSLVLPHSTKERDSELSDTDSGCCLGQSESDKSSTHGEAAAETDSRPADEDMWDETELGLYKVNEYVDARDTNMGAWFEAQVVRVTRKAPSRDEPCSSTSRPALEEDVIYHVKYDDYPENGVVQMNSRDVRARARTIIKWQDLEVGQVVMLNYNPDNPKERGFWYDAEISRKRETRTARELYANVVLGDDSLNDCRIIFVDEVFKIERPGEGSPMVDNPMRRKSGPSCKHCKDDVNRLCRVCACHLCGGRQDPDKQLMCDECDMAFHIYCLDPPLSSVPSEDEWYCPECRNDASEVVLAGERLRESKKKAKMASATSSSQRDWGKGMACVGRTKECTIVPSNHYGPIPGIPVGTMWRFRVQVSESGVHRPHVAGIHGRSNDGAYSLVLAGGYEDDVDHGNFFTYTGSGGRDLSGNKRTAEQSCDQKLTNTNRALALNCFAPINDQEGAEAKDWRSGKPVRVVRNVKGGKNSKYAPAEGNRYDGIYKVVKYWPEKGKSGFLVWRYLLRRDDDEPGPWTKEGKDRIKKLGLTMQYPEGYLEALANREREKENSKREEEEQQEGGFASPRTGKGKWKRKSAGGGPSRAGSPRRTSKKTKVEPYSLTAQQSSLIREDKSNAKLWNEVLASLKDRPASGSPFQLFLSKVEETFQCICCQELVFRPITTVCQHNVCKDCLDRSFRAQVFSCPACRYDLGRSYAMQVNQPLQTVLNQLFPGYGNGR
# DDE Tn7 FP inh = DD(E)-Tn7 binding inhibition, primary FP screen; P02675; FP displacement of FITC-Tn7 peptide from fibrin DD(E); 0% = median of compound wells per plate; inhibition, % at 8.3 µM; actives 0.13% (n = 370,000); AID 720508;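 active means inhibition above the mean of compounds falling within the control limits plus 3 SD of them, cut at about 14% in these data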;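 further: 0% = plate median of compound wells and 100% = 10 µM Aha-Tn7 peptide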
#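 Measure: % inhibition scaled between sample-field median and high-control FP; Test system: human fibrin DD(E); Quantity: 2 µM final DD(E) protein; Doses: one dose, 8.3 µM nominal; Schedule: compound with protein 10 min, then 3 h after probe, room temperature; Detection: fluorescence polarization; Medium: Tris buffer with calcium and detergent, pH 7.8.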
# PRMT1 inh = inhibitors of human PRMT1 | recombinant PRMT1, activity-based probe fluorescence polarization | inhibition, % at 2.79 µM | actives 1.3% (n = 370,000) | AID 652257;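 active means inhibition above about 21% made by adding two undisclosed values, limit read from the data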
# TCR CD3 inh = blocks the human TCR-CD3 interaction | TAMRA-labeled TCR probe fluorescence, biochemical | inhibition, % at 9.4 µM | actives 0.37% (n = 360,000) | AID 651800; in the data active means inhibition above about 19%;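 further: recombinant mutant TCR 2C K166C tagged with TAMRA read by polarization; 0% = receptor in buffer alone and 100% = receptor with positive control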
# LEDGF integ inh = blocks HIV-1 LEDGF/p75-dependent DNA integration; TR-FRET IN-LEDGF/p75 DNA integration, Eu/Cy5; inhibition, % at 3.7 µM; actives 0.64% (n = 370,000);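 active means inhibition above the screen-wide mean plus 3 SD, cut at about 13% in these data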;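 further: signal is the Cy5 over europium emission ratio at 671 and 618 nm; 0% = plate median of compound wells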
# SIAE primary = inhibitors of human sialic acid acetylesterase SIAE; Q9HAT2; SIAE FP-Rh probe binding, fluorescence polarization; inhibition, % at 9.66 µM; actives 0.69% (n = 370,000); AID 1053197;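 active means inhibition above a cutoff: mean of compounds within the control limits plus 3 SD of those, cut at about 17% in these data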;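 further: 0% = plate median of compound wells and 100% = probe without SIAE protein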
# PG9 Ab binder = small molecules binding HIV-1 gp120 antibody PG9; TR-FRET gp120-PG9 antibody binding; actives 0.43% (n = 360,000); inhibition, % at 6.7 µM; in the data active means inhibition above about 8.5%
# TDP2 inh = blocks human TDP2 phosphodiesterase activity | O95551 | recombinant TDP2, T5PNP hydrolysis, p-nitrophenol absorbance 415 nm | inhibition, % at 12.8 µM | actives 0.34% (n = 370,000);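 active means inhibition above the mean of all tested compounds plus 3 SD, set per campaign, cut at about 25% in these data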;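 further: 0% = DMSO with enzyme and 100% = buffer with substrate but no TDP2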
#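 System: recombinant human TDP2 / Amount: 120 nM TDP2 per well / Also added: 5 mM T5PNP chromogenic substrate / Doses: 12.8 µM single point, 1% DMSO / Incubation: 2 h at 37 °C / Detection: p-Nitrophenol epi absorbance / Evaluation: % inhibition relative to enzyme-containing and enzyme-free wells / Repeats: singlicate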
# The depositor's hits bear a star; / = no result given.
SMILES,ABHD4 inh,HTRA1 inhibitor,UHRF1 MBD2 ctr,DDE Tn7 FP inh,PRMT1 inh,TCR CD3 inh,LEDGF integ inh,SIAE primary,PG9 Ab binder,TDP2 inh
CN(CCn1ccnc1)Cc1cn(Cc2ccccc2)nc1-c1ccc2c(c1)OCO2,-3,-2,1,7,-5,4,9,9,0.0,9
COc1ccc(C(=O)Cn2cnc3ccccc3c2=O)cc1OC,1,1,0,1,1,0,1,-1,0.6,9
COc1ccc(CNC(=O)c2ccc(CS(=O)Cc3cccc(Cl)c3)o2)cc1 (centres undefined),0,0,11,1,2,5,2,1,-0.3,7
COC(=O)c1ccc(CSc2nc(C(F)(F)F)c3c(c2C#N)CCC3)o1,2,-5,-3,9,1,-3,1,0,-2.8,8
CCOC(=O)C(=Cc1cc(=O)c(OC)co1)C(=O)OCC,-3,-6,-2,0,2,8,3,0,-0.1,7
COc1ccc(NCc2nnc(SCc3ccccc3)n2-c2ccc(OC)cc2)cc1,-7,5,0,-1,2,-11,3,10,0.2,0
Cc1ccc(S(=O)(=O)Nc2cc(S(=O)(=O)N3CCCCC3)ccc2N2CCOCC2)cc1,0,1,3,5,1,1,-4,-3,0.3,3
O=c1oc2ccccc2c(NCc2ccccc2)c1[N+](=O)[O-],3,-6,6,1,0,-3,-3,3,0.4,0
CCC(C)(C)NC(=O)c1ccc(S(=O)(=O)N2CCCCCC2)cc1,-5,0,0,6,-6,2,1,-1,-1.8,5
C=CCSc1nc2c(c(=O)n(C)c(=O)n2C)n1CC,-5,1,2,-3,0,1,0,-2,0.9,-2
CCN1CCN(C(=O)/C=C/c2ccc(C)cc2)CC1,-5,2,-1,4,1,4,-2,-3,-1.1,4
O=C(Nc1cccc(S(=O)(=O)N2CCCCCC2)c1)c1ccc(=O)[nH]c1,-1,-12,1,4,-1,-2,-2,-8,1.7,6
O=C(c1ccc(F)cc1)C1CCN(C(=O)Nc2ccc(F)cc2)CC1,-6,-5,0,0,-2,3,1,2,0.0,8
O=C(NCCCN1CCOCC1)c1ccc(Sc2cccc(Cl)c2)c([N+](=O)[O-])c1,9,-11,-4,3,-2,-4,0,-2,0.7,8
CNc1ccc(C(=O)OCC(=O)NC(=O)NC2CCCC2)cc1[N+](=O)[O-],-7,12,1,-1,-2,2,5,-16,-1.3,-21
Cc1cc(C)c(C#N)c(Nc2ccc3c(c2)OCCO3)n1,4,-5,1,3,-2,9,0,4,2.1,5
CC1CCc2cc(F)ccc2N1C(=O)CSc1nnc2c3ccccc3n(C)c2n1 (centres undefined),6,2,-2,-1,3,5,1,-1,-1.1,-3
Cc1cc(Br)ccc1NC(=O)CN(C)C(=O)c1ccc2ccccc2n1,-2,-3,0,7,-1,-4,-8,7,0.9,5
COc1cc(OC)cc(-c2c(-c3ccc(F)cc3)c3cc(-c4ccc(OC)nc4)ccc3n2C)c1,5,-6,2,-11,1,-4,-1,-3,-0.8,-3
O=C(COc1ccc(S(=O)(=O)NC2CCCCC2)cc1Cl)NCC1CCCO1 (centres undefined),7,-3,-2,-3,0,2,-1,2,1.9,3
CCCC1(c2ccccc2)NC(=O)N(CC(=O)Nc2ccc(N3CCOCC3)cc2)C1=O (centres undefined),2,3,-1,-15,1,-6,0,-3,-1.6,-3
CN1CCCN(Cc2nc(-c3ccc(Cl)cc3)no2)CC1,8,6,-1,-9,3,6,1,2,2.4,-8
O=C(COc1cccc(Cl)c1Cl)Nc1ccc2c(c1)CCC2,2,6,1,-5,0,6,2,0,-2.3,-1
O=C(COC(=O)Cc1ccc(-c2ccccc2)cc1)NCc1ccccc1,-2,-19,9,-3,1,2,1,1,-1.1,-1
O=C(O)CSCc1nc2scc(-c3ccccc3)c2c(=O)[nH]1,1,2,-5,-4,-3,4,1,9,-1.4,-4
# The list continues.
SMILES,ABHD4 inh,HTRA1 inhibitor,UHRF1 MBD2 ctr,DDE Tn7 FP inh,PRMT1 inh,TCR CD3 inh,LEDGF integ inh,SIAE primary,PG9 Ab binder,TDP2 inh
O=C(COc1ccc([N+](=O)[O-])cc1)Nc1ccc(NC(=O)c2ccccc2)cc1,-9,6,4,2,8,4,-6,1,-0.8,-13
O=C(NCCCn1ccnc1)C(=O)NCC(c1ccco1)N1CCN(c2ccccc2)CC1 (centres undefined),-2,2,-2,1,1,8,0,4,0.7,16
Cn1c(=O)oc2cc(S(=O)(=O)NCCC(=O)N3CCN(c4ccccc4)CC3)ccc21,5,-2,13,7,3,1,-4,0,0.3,-6
Cc1ccc2nc(N)nnc2c1,3,-1,-3,-5,2,-1,-1,-1,1.3,-2
O=C(CCN1C(=O)COc2ccccc21)NCc1ccco1,-1,-8,-4,0,0,1,-1,-7,-1.1,8
Cc1ccc(N2C(=O)N(CC(=O)Nc3ccccc3C(F)(F)F)C(=O)C2C)cc1 (centres undefined),4,4,1,2,1,5,0,-2,-0.2,-6
Cc1nc(C)n(CC(C)C(=O)N2CCN(S(=O)(=O)c3ccccc3)CC2)n1 (centres undefined),-10,4,-3,-5,-5,-3,8,1,-0.7,-16
Cc1ccc(NC(=O)N2CCC(C(=O)NCCC3=CCCCC3)CC2)cc1,0,3,0,0,0,8,1,2,0.9,-4
O=C(O)/C=C/C(=O)NCCNc1ncc(C(F)(F)F)cc1Cl,1,3,2,5,8,-6,1,0,-2.3,2
CCCN1CCCCC(NC(=O)OC(C)(C)C)C1=O (centres undefined),2,/,-1,-3,0,4,0,-6,-1.0,12
CCCCn1c(N)c(N(CCOC)C(=O)c2cc(S(=O)(=O)N3CCCCC3)ccc2C)c(=O)[nH]c1=O,-3,-1,-1,0,-5,4,1,12,1.4,8
CCc1c(C)nc2cc(-c3ccc(Cl)cc3)[nH]n2c1=O,-3,0,0,0,-6,3,4,5,-1.1,15
Cc1c(C(=O)N2CCCc3ccccc32)sc2nc(-c3ccccc3)cn12,-13,-46,4,4,9,-13,-4,-1,-4.8,-9
CN(Cc1ccccc1)C(=O)c1cc2cc(F)ccc2[nH]1,-3,-14,0,5,-1,-3,-4,7,1.2,-3
C=C(C)c1cccc(C(C)(C)NC(=O)N2CCCC(C(N)=O)C2)c1 (centres undefined),2,5,0,-6,-5,0,3,0,-0.3,8
Cc1ccc(S(=O)(=O)N2[C@@H](c3cccc(Cl)c3)C(C(=O)O)=CC[C@H]2c2cccc(C)c2)cc1,22,-5,-1,5,0,-3,1,-3,0.6,17
Cc1ccc(NC(=S)NCCc2ccc(S(N)(=O)=O)cc2)c(C)c1,2,-1,-1,7,-4,1,1,-2,-1.1,10
COc1ccccc1NC(=O)c1ccc(-c2ccccc2F)o1,-3,-17,-1,-5,-1,-2,-1,-2,-1.4,-1
Cc1ccc(S(=O)(=O)N2CC=C(C(=O)NC3CCCC3)CC2)cc1,2,2,4,6,4,-11,-8,5,-0.2,-15
OCC(CBr)(CBr)CBr,2,-1,1,-2,-1,3,-1,3,-1.3,0
COc1ccc(C2CC(c3cccs3)=NN2C(=O)c2ccc(Br)o2)cc1 (centres undefined),1,-6,2,-3,2,-6,0,2,0.1,-2
COc1ccc(NC(=O)COc2ccccc2Cc2ccccc2)cn1,-15,-11,1,-2,-4,-4,-5,10,0.8,-8
Cc1nc(-c2ccccc2)sc1-c1nc(-c2ccccc2)ncc1S(=O)(=O)c1ccccc1,2,7,0,-1,-2,0,-2,0,11*,15
C=CCc1ccc(OCCN2CCc3ccccc3C2)c(OC)c1,12,8,29*,0,2,4,-4,0,-0.5,-11
Cc1cc(NC(=O)C2CC2)ncc1NC(=O)C12CC3CC(CC(C3)C1)C2,-5,-7,1,0,2,1,-1,2,-0.1,5

# 4 consecutive entries from above, for reference:
SMILES,ABHD4 inh,HTRA1 inhibitor,UHRF1 MBD2 ctr,DDE Tn7 FP inh,PRMT1 inh,TCR CD3 inh,LEDGF integ inh,SIAE primary,PG9 Ab binder,TDP2 inh
O=C(COc1ccc([N+](=O)[O-])cc1)Nc1ccc(NC(=O)c2ccccc2)cc1,-9,6,4,2,8,4,-6,1,-0.8,-13
O=C(NCCCn1ccnc1)C(=O)NCC(c1ccco1)N1CCN(c2ccccc2)CC1 (centres undefined),-2,2,-2,1,1,8,0,4,0.7,16
Cn1c(=O)oc2cc(S(=O)(=O)NCCC(=O)N3CCN(c4ccccc4)CC3)ccc21,5,-2,13,7,3,1,-4,0,0.3,-6
Cc1ccc2nc(N)nnc2c1,3,-1,-3,-5,2,-1,-1,-1,1.3,-2

# Other results.
SMILES,ABHD4 inh,HTRA1 inhibitor,UHRF1 MBD2 ctr,DDE Tn7 FP inh,PRMT1 inh,TCR CD3 inh,LEDGF integ inh,SIAE primary,PG9 Ab binder,TDP2 inh
C/C(CC(=O)Nc1cc(C)cc(C)c1)=N\NC(=O)c1ccccn1,3,9,0,4,0,0,-2,8,-0.7,-5
CCOC(=O)C1CCN(c2nc(N)c3c(N)nc(SCC(=O)O)cc3c2C#N)CC1,26,15,-2,3,55*,7,-7,-2,-0.1,13
Cc1cc(C(=O)O/N=C(\N)c2ccncc2)ccc1[N+](=O)[O-],4,-5,0,-8,0,-6,3,-4,-1.2,-11
CC(=O)NCCC(=O)Nc1ccc(C)c(F)c1,9,0,3,2,2,-9,1,-9,-0.2,-5
CCN1CCN(c2ncnc3c2cnn3-c2ccccc2)CC1,1,8,2,-3,1,-7,-2,1,0.8,2
COc1cc(OC)c(C2C(C#N)=C(N)OC3=C2C(=O)CC(C)(C)C3)cc1OC (centres undefined),-14,2,2,-1,7,2,-4,0,-0.3,-16
CN(C)S(=O)(=O)c1ccc(C(=O)Nc2nc3ccccc3[nH]2)cc1,1,1,0,2,2,-2,-4,0,1.4,-2
CC(C)(CO)NC(=O)c1ccc2c(c1)C(=O)c1ccccc1-2,-8,-2,-11,2,0,-2,11,-7,0.0,-7
Cc1ccc([C@H]2C[C@H](O)[C@@H](n3cc(C4CC4)nn3)CN2CC2CCCCC2)cc1,-10,-19,1,-1,5,-5,1,5,0.0,-2
CCOc1cc(C(N)=O)cc(Br)c1OCc1ccccc1,-7,-4,-1,1,-3,4,-6,-8,2.0,-5
COC(=O)C1=C(O)/C(=C\c2ccc(CNS(=O)(=O)c3ccc(Cl)cc3)o2)N=C1C,29,34,13,-1,56*,14,53*,22*,-6.3,1
CSc1ncc(CN2CCN(CCC(C)C)C(CCO)C2)cn1 (centres undefined),-3,7,-2,-3,0,8,2,0,-1.3,5
COC(=O)c1nc(NC(=O)c2ccccc2Br)n[nH]1,0,-5,4,0,3,-12,-1,6,-2.7,9
Cc1ccc2c(c1)-c1cc(C)nn1C(c1sccc1C)N2 (centres undefined),-10,-46,-2,-4,-2,-6,3,-2,0.8,-8
COc1cc2c(cc1NC(=O)COC(=O)CNC(=O)c1ccccc1)oc1ccccc12,-8,-3,0,-9,-2,8,5,-9,1.5,-14
COc1ccccc1Oc1coc2cc(OC(=O)N3CCOCC3)ccc2c1=O,1,5,0,6,-2,-5,-1,4,0.5,11
CC1CCN(c2ccc(/C=C(\C#N)c3nn(-c4ccccc4)c(N)c3C#N)cc2[N+](=O)[O-])CC1,5,2,3,8,0,6,-2,1,-1.4,11
